Assay outcomes as filed in PubChem.
HTRA1 inhibitor: inhibitors of human serine peptidase HTRA1; Q92743; recombinant HTRA1, FP-rhodamine activity-based probe, fluorescence polarization; inhibition, % at 5.96 µM; actives 0.5% (n = 340,000); in the data active = inhibition above about 36%;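 also: 0% = enzyme with DMSO and 100% = wells lacking enzyme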
Target sequence (Q92743 whole entry, looked up): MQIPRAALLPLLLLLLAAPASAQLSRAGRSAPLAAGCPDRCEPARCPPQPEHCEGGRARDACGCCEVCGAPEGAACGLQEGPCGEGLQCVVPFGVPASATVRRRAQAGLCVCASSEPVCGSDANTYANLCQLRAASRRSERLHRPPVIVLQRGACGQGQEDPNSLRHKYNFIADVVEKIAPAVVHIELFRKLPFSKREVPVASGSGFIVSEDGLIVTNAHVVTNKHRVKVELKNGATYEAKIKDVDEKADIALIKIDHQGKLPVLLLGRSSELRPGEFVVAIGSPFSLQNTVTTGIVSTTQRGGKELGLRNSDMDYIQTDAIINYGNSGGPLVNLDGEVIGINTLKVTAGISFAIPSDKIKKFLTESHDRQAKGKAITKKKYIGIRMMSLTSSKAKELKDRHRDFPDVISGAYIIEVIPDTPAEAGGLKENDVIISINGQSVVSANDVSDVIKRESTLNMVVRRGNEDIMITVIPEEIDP
GC-A act: GC-A (human) enzyme activation; actives 0.14% (n = 370,000); HEK293 GC-A cells, cGMP TR-FRET, EC30 ANP; 0% at EC30 ANP, 100% saturating ANP; activation, % at 10 µM; P16066; in the data active = activation above about 40%
NPR2 activator: GC-B (human) receptor activation; P20594; activation, % at 10 µM; actives 0.11% (n = 370,000); HEK293-GC-B cells, CNP EC30, cGMP TR-FRET; 0% at EC30 CNP, 100% saturating CNP;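 active = activation at 10 µM reaching about 35% in either raw or pattern-adjusted values, limit read from the data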
Rev-erbA mod: Rev-erb alpha (human) modulation; P20393; Rev-erbα–FITC-DNA binding, fluorescence polarization, 90 min; activity, % at 10 µM; actives 0.79% (n = 370,000);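 active = activity above about 14%, limit read from the data; passing the limit was not always enough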;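 also: 0% = DMSO wells with 35 nM protein and 100% = DMSO wells with 750 nM protein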
Target sequence (P20393 whole entry, looked up): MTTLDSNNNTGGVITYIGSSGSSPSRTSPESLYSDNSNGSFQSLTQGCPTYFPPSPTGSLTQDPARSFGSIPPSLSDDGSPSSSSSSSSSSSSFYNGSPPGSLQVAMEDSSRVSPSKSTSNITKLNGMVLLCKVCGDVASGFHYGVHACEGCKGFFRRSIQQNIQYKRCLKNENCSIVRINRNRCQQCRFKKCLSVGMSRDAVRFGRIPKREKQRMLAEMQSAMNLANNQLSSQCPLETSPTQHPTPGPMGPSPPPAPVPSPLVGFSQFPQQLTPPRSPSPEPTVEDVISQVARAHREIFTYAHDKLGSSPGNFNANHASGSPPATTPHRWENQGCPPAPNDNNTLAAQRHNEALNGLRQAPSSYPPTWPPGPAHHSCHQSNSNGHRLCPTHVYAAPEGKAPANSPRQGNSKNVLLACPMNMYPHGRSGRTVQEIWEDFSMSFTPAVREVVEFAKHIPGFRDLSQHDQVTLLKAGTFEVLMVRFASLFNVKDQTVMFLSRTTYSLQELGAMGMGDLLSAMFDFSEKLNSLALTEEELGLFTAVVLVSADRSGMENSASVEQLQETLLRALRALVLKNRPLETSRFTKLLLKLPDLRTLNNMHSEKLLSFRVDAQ
mABHD4 FP: inhibits mouse alpha/beta hydrolase domain 4 | actives 0.54% (n = 370,000) | Q8VD66 | AID 720543 | inhibition, % at 8.92 µM | purified mABHD4, FP-Rh probe fluorescence polarization;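 active = inhibition exceeding the mean over every tested compound plus 3 SD, cut at about 30% in these data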;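 also: 0% = plate median of compound wells and 100% = S159A mutant with DMSO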
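Assay system: Wild-type mouse ABHD4 protein | Medium: HEPES pH 7.0 buffer, 150 mM NaCl, 0.01% Pluronic F-127 | Incubation: Enzyme–compound pre-incubation 45 min, then probe 60 min, both 25 °C | Technique: Fluorescence polarization with parallel and perpendicular emission, 525/598 nm | Evaluation: % inhibition of FP-Rh probe binding versus controls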
PG9 binder: binds the HIV-1 gp120 antibody PG9; TR-FRET gp120-PG9 antibody binding; inhibition, % at 6.7 µM; actives 0.43% (n = 360,000); AID 624416; in the data active = inhibition above about 8.5%
ASAP1 GAP inh: inhibitors of human ASAP1 ArfGAP activity | ASAP1-stimulated ARF1 GTP hydrolysis, GDP FP detection | inhibition, % at 16.5 µM | actives 0.19% (n = 360,000) | Q9ULH1; in the data active = inhibition above about 25%;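 also: 0% = vehicle with enzyme and substrate and 100% = no enzyme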
ARFGAP1 inhibitor: rat ARFGAP1 inhibition; Arfgap1-stimulated ARF1 GTP hydrolysis, GDP FP detection; actives 0.26% (n = 360,000); Q62848; inhibition, % at 16.5 µM;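 active = inhibition above a per-plate limit, mean inhibition of low control wells plus 3 SD, cut at about 25% in these data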;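 also: 0% = DMSO wells with enzyme and 100% = wells lacking Arfgap1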
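material = rat Arfgap1 catalytic domain, aa 1-136 | also added = human ARF1(Δ1-17)-GTP substrate | compound dosing = one concentration, 16.5 µM, DMSO 1.26% | times = GTP hydrolysis reaction 2 h at 25 °C | measured by = FP, GDP Alexa 633 tracer displaced from anti-GDP antibody, 620/688 nm | evaluation = percent inhibition of Arfgap1-stimulated GTP hydrolysis | replication = single well per compound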
SMARCA2 act: activators of SMARCA2 function. MG213 cells, MMTV-luciferase reporter, dexamethasone, overnight. activation, % at 9.1 µM. AID 652017. actives 1% (n = 370,000); in the data active = activation above about 7.8%;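 also: 0% = vehicle wells and 100% = reference activator wells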
rCAG RNA binder: molecules binding r(CAG) RNA repeats; r(CAG) RNA repeat, TO-PRO-1 dye displacement fluorescence; inhibition, % at 3 µM; actives 1.3% (n = 370,000); AID 651821;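 active = inhibition above the plate cutoff, the mean of all test compounds on that plate plus 3 SD, cut at about 35% in these data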;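 also: 0% = DMSO alone and 100% = 100 µM mitoxantrone as full dye displacement; higher means more dye released from RNA so lower well fluorescence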
Numbers without * were called inactive; · = not tested or not shown.

SMILES	HTRA1 inhibitor	GC-A act	NPR2 activator	Rev-erbA mod	mABHD4 FP	PG9 binder	ASAP1 GAP inh	ARFGAP1 inhibitor	SMARCA2 act	rCAG RNA binder
CCN(CC)C(=O)CSc1nnc([C@H](CCSC)NC(=O)OC(C)(C)C)o1	-3	3	0	2	0	-1.4	2	1	1	-7
CC(C)c1ccc(NC(=O)CN2C(=O)NC(Cc3c[nH]c4ccccc34)C2=O)cc1 (configuration not stated)	-3	3	-4	3	2	-3.0	19	-11	-1	8
COC(=O)C1=C(C)N(C)C(=NCc2cccc(C(F)(F)F)c2)NC1c1ccccc1C(F)(F)F (configuration not stated)	·	-6	-6	0	13	3.4	1	1	-1	6
CCOc1ccc(CN(C(=O)/C=C/c2ccco2)C2CCS(=O)(=O)C2)cc1 (configuration not stated)	0	-3	6	6	6	-0.5	11	4	0	4
COc1ccc(S(=O)(=O)Nc2cc([N+](=O)[O-])ccc2OC)cc1	-4	2	-3	5	4	-0.9	5	-11	0	1
CC[N+](CC)(CC)CC(=O)Nc1c(C)cccc1C	-2	0	2	5	-8	-0.3	-6	1	-2	-1
CC1=CC(C)C2COC(c3ccc[n+](C)c3)C1C2C (configuration not stated)	-5	0	2	1	-2	-0.8	1	-9	-3	-3
Cc1ccc(C)c(NC(=O)CN2C(=O)NC(CCc3ccccc3)C2=O)c1 (configuration not stated)	0	2	5	-3	1	0.5	11	-5	-3	0
CSCCC(=O)Nc1ccc(C(C)=O)cc1	-6	-1	1	-4	-6	-0.7	6	-11	4	2
CN(c1ccccc1)S(=O)(=O)c1ccc(C(=O)NCc2cccnc2)cc1	2	0	2	0	5	-1.6	-7	-1	1	2
O=C1CC(c2ccccc2F)c2c(c3ccccc3[nH]c2=O)O1 (configuration not stated)	2	0	4	0	3	-0.4	-8	1	1	4
N#Cc1cc2c(nc1SCc1cccnc1)CCC2	1	-4	-5	-1	0	-4.5	15	5	2	-4
N/C(=N\OC(=O)c1cccs1)C1(c2ccc(Cl)cc2Cl)CC1	0	1	-3	7	2	-1.8	14	1	-1	3
CCc1c(O)nc(SCc2ccc(F)cc2)[nH]c1=O	6	-7	-4	-3	1	-2.1	2	5	1	-2
CCOC(=O)CC1C(=O)NCCN1S(=O)(=O)c1ccc(Cl)cc1Cl (configuration not stated)	-1	1	-2	3	-5	0.2	9	5	-1	-3
Cc1ccc(NC2=C(NCCO)C(=O)c3ccccc3C2=O)cc1	8	-3	-3	-2	3	-16	9	9	6	2
O=c1cc(CCl)nc(Cc2c(Cl)cccc2Cl)[nH]1	2	-3	4	0	-1	-2.7	8	5	-2	0
Cc1cccc(OCC(=O)N/N=C\C=C\c2ccc3c(c2)OCO3)c1C	-2	2	-8	0	-9	-3.5	3	8	2	6
CC(C)C[C@H]1CN([C@@H](CC(C)C)CN2CCC[C@H]2CN2C(=O)C(=O)NC[C@@H]2Cc2ccc(O)cc2)C(=O)C(=O)N1CC1CCCCCC1	·	1	2	-1	6	-2.5	-3	-4	-1	4
CC(C)N(Cc1ccccc1)C(=S)Nc1ccccc1F	·	-1	-2	5	-4	-2.1	4	3	-2	-3
COc1ccc(N(CC(=O)N/N=C/c2ccccc2OC)S(=O)(=O)c2ccccc2)cc1	-4	12	4	-8	3	-2.7	8	17	0	-2
Cc1nnc(SCC(=O)NNC(=O)c2ccco2)n1-c1ccccc1	5	2	3	3	-1	-0.7	-1	-2	0	2
NC(=S)Nc1cccc(Cl)c1	4	-2	1	-3	5	-1.2	3	5	-2	3
CO/N=C\c1cc(C(=O)c2ccc(Cl)cc2Cl)cn1C	·	-2	-10	-2	-8	-1.3	-5	-5	0	0
O=C(Nc1ccc(F)cc1F)Nc1sccc1-c1nc2ccccc2s1	-31	0	1	3	-28	0.4	-8	5	0	22
Cc1ccc(N=C2S/C(=C\c3cn(CC(=O)O)c4ccccc34)C(=O)N2C)cc1	-3	-2	-6	1	28	-0.9	-10	-16	-1	77*
Cc1c(O)nc(SC2CC(=O)N(c3cc(Cl)cc(Cl)c3)C2=O)[nH]c1=O (configuration not stated)	5	0	0	4	-8	-1.0	-2	0	-2	6
CC1(C)Cc2c(C#N)c(N3CCOCC3)nc(Cc3ccccc3)c2CO1	1	0	5	2	6	0.0	-1	-4	0	-8
N#CCc1nn2c(-c3ccccc3)ccnc2c1C#N	-5	-4	1	1	-1	1.1	8	-4	-1	7
COC(=O)c1nc(Cl)c(Cl)c(N)c1Cl	2	2	5	-4	2	1.3	5	-1	-2	1
COC(=O)c1ccc(NC(=O)c2cccnc2)cc1	-1	-2	-3	-2	-1	-2.4	-10	-4	0	1
O=C(Nc1cccnc1)c1cccc(S(=O)(=O)Nc2cccc(Cl)c2)c1	-9	-9	-6	5	-12	2.5	-5	13	-3	14
Cc1ccc(OC(=O)CCN2C(=O)c3ccccc3C2=O)cc1C	-2	-5	-5	0	-8	0.7	15	10	-1	0
O=C(c1cccs1)N1C[C@@H](n2cc(-c3ccc(F)cc3)nn2)[C@H](O)C[C@@H]1c1ccc(Cl)cc1	-26	-6	-7	-3	-7	0.8	-8	0	0	2
CC(=O)C1C(c2ccc(Cl)cc2)c2c(n[nH]c2C)CC1(C)O (configuration not stated)	-4	6	1	4	1	-1.3	-10	-8	-1	-5
Cc1ccc(NC(=O)CC2CS(=O)(=O)CC2CC(=O)Nc2ccc(C)c(C)c2)cc1C (configuration not stated)	-8	-9	-16	1	-5	3.4	8	4	-2	-1
CCc1cccc2c(C(=O)C(NCCOC)c3ccccc3)c[nH]c12 (configuration not stated)	-3	-4	-9	-2	-1	-2.0	3	0	-2	0
CC(=O)N/C(=N\OCc1ccccc1Cl)c1nonc1NC(C)=O	-7	3	1	2	6	-2.6	9	-1	-3	-3
CC(Oc1ccccc1)C(=O)NC1CCSc2ccccc21 (configuration not stated)	-7	-2	-7	0	5	0.8	-7	0	1	2
COc1cc(/C=C2\NC(=S)N(C)C2=O)ccc1OCc1cccc(F)c1	-4	19	15	1	-11	0.0	6	0	-2	6
Cc1c(C(=O)N(C)C(C)c2ccccn2)oc2c(F)cccc12 (configuration not stated)	2	-1	-5	4	-4	-1.8	8	7	5	-4
CC(C)CN(C(=O)COC(=O)CCC(=O)c1ccc(Cl)cc1)c1c(N)n(Cc2ccccc2)c(=O)[nH]c1=O	-5	1	-3	-8	3	0.2	2	-10	-2	0
CCC(C)NS(=O)(=O)c1ccc(F)c(C(=O)Nc2c(F)cc(F)cc2Br)c1 (configuration not stated)	-2	2	-3	-4	-2	0.1	3	10	-2	-4
COc1ccc(S(=O)(=O)Nc2ccc(C)cc2)cc1OC	-9	2	1	-5	3	-1.9	-5	-4	-2	-1
CN(C)CCN(C)C1CN(C2CCCC2)S(=O)(=O)C1 (configuration not stated)	·	0	3	0	3	0.1	2	-5	1	1
CCCn1nnnc1NC(=O)c1cc(Cl)ccc1Cl	0	-2	-1	0	-1	1.8	3	10	-3	-1
COC(=O)/C(=N/Nc1cccc(C)c1)N1CCCc2ccccc21	8	-1	7	-5	4	1.0	7	-3	0	-3
CNS(=O)(=O)c1cc(Cl)ccc1Sc1ccccc1C(=O)O	-5	2	5	-1	-10	-0.1	1	-9	-5	4
N#Cc1cnn(-c2ccccc2)c1NC(=O)CN1CCN(c2ccccc2)CC1	·	-1	-3	1	0	-1.9	-9	4	0	-4
CCOc1ccc(NC(=O)CN(C)C(=O)c2ccc3[nH]c4c(c3c2)CC(C)CC4)cc1OCC (configuration not stated)	3	7	3	-3	0	-0.9	-14	-1	-1	1

Next compounds follow:
SMILES	HTRA1 inhibitor	GC-A act	NPR2 activator	Rev-erbA mod	mABHD4 FP	PG9 binder	ASAP1 GAP inh	ARFGAP1 inhibitor	SMARCA2 act	rCAG RNA binder
CCN(CC)CCNC(=O)C1c2ccccc2C(=O)N(C)C1c1cn(C)c2ccccc12 (configuration not stated)	0	-3	2	-2	-4	0.8	-1	-2	0	1
O=C1NCCCC1C(=O)NCCNC(=O)C(F)(F)F (configuration not stated)	-7	1	-2	-2	-1	-0.5	-3	-1	-3	2
Cc1cccc(NC(=S)N(C)C)c1C	7	0	3	-3	-2	-1.6	1	-17	-3	-5
O=[N+]([O-])c1ccc(NC2CCN(Cc3ccccc3)CC2)c([N+](=O)[O-])c1	4	-2	3	4	4	2.4	12	-4	-2	-2
COc1cc2c(cc1OC)C(=S)NC(C)(C)C2	5	6	5	-2	10	1.0	8	3	1	0
CCCCNC(=O)c1ccc2nc(CC)c(N(CC)CCN(C)C)n2c1	·	0	-1	-3	0	-0.9	-3	2	-4	0
O=C(NCc1ccccc1Cl)C1CCN(S(=O)(=O)N2CCCCC2)CC1	-3	2	2	-8	2	-0.9	-13	1	-3	-4
CCOC(=O)CSC1=C(C#N)C(c2ccco2)C(C(=O)OCc2ccccc2)=C(C)N1 (configuration not stated)	-40	2	-4	-3	·	·	·	·	·	·
COc1ccc(C(=O)Nc2ccc3ncccc3c2)cc1	-5	0	-4	2	0	-0.1	12	12	6	3
COc1ccc(OC)c(C(c2c(O)nc(SC)[nH]c2=O)c2c(O)nc(SC)[nH]c2=O)c1	2	0	1	2	5	-2.1	7	-8	-1	0

An excerpt of these results, with values under each structure.
Every second line gives: HTRA1 inhibitor, GC-A act, NPR2 activator, Rev-erbA mod, mABHD4 FP, PG9 binder, ASAP1 GAP inh, ARFGAP1 inhibitor, SMARCA2 act, rCAG RNA binder
- O=C(NCc1ccccc1Cl)C1CCN(S(=O)(=O)N2CCCCC2)CC1
  -3, 2, 2, -8, 2, -0.9, -13, 1, -3, -4
- CCOC(=O)CSC1=C(C#N)C(c2ccco2)C(C(=O)OCc2ccccc2)=C(C)N1 (configuration not stated)
  -40, 2, -4, -3, ·, ·, ·, ·, ·, ·

Fetched one by one from above (3):
SMILES	HTRA1 inhibitor	GC-A act	NPR2 activator	Rev-erbA mod	mABHD4 FP	PG9 binder	ASAP1 GAP inh	ARFGAP1 inhibitor	SMARCA2 act	rCAG RNA binder
O=C1NCCCC1C(=O)NCCNC(=O)C(F)(F)F (configuration not stated)	-7	1	-2	-2	-1	-0.5	-3	-1	-3	2
O=[N+]([O-])c1ccc(NC2CCN(Cc3ccccc3)CC2)c([N+](=O)[O-])c1	4	-2	3	4	4	2.4	12	-4	-2	-2
CCOC(=O)CSC1=C(C#N)C(c2ccco2)C(C(=O)OCc2ccccc2)=C(C)N1 (configuration not stated)	-40	2	-4	-3	·	·	·	·	·	·

Following part.
SMILES	HTRA1 inhibitor	GC-A act	NPR2 activator	Rev-erbA mod	mABHD4 FP	PG9 binder	ASAP1 GAP inh	ARFGAP1 inhibitor	SMARCA2 act	rCAG RNA binder
Cc1cccc(C)c1NC(=O)COC(=O)c1ccccc1O	2	7	5	3	-1	-0.2	2	0	-3	-2
Cc1ccc(NC(=O)C(c2ccccc2)N2CCN(C(=O)c3ccco3)CC2)cc1 (configuration not stated)	-9	-3	-2	2	2	-1.5	1	4	-1	4
CCOc1ccc(N(CC(=O)NC2CCCCC2)C(=O)CSc2nnc(COc3ccccc3)o2)cc1	-3	-3	-8	0	-1	-1.6	4	2	-5	0
O=C1OCCC1Sc1nc2ccccc2[nH]1 (configuration not stated)	4	0	3	1	0	0.2	-3	15	-5	0
COc1ccc(Cn2cc(CN3CC(N(C)C)CS3(=O)=O)nn2)cc1 (configuration not stated)	·	0	1	2	-8	-1.0	1	-11	-6	-2
